PI4K2A inh – qHTS for small molecular inhibitors of PI4K2A. Phosphatidylinositol 4-kinase type 2-alpha (Homo sapiens), Q9BTU6. purified PI4K2A, ADP-Glo luminescence, 1 h; active compounds read low. activity change, negative = inhibition, % at 76.9 µM. 0.13% of 420,000 active; in the data active means activity change below about -50%; inconclusive means mostly about -30% to -49%;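 further: -100% = wells without enzyme as full effect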
Target sequence (Q9BTU6 whole entry, looked up): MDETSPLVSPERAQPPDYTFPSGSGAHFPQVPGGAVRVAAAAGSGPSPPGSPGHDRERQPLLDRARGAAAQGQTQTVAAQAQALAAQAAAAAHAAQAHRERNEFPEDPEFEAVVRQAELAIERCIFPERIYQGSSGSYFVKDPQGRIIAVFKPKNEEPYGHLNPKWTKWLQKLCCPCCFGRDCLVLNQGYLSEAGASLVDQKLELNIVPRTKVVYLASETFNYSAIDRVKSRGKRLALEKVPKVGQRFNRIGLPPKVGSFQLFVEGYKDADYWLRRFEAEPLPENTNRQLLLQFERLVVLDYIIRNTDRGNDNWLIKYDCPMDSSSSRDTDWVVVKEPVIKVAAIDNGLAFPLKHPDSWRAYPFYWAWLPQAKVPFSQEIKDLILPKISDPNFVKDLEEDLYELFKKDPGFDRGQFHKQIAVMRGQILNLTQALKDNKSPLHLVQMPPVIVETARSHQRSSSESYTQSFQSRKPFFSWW
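Compounds are screened against recombinant PI4K2A using PI as substrate and ATP, the latter dispensed at 300 microM. Reactions run one hour at ambient temperature before ADP-Glo detection; full inhibition defined by wells lacking enzyme.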
GLS inh – qHTS for Inhibitors of Glutaminase (GLS); Glutaminase kidney isoform, mitochondrial (Homo sapiens), O94925; GLS enzymatic activity, qHTS titration; Potency, µM (highest dose often 45.5 µM), for the others: at the top dose activity change, negative = inhibition, usual class: inhibitors; 0.21% of 410,000 active; further: potency means the concentration at half of the fitted maximal effect; on the % scale 0 is the no-effect control and ±100 the full control effect
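hKGA in 45 mM KH2PO4 (pH 8.2), 0.02% Tween-20 with compound, then 1mM L-Glutamine (stock as added) plus glutamate oxidase/HRP/Amplex red coupling mix. Fluorescence read initially and after 30 min at RT; signal change reflects glutamate formation.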
G9a block – qHTS Assay for Inhibitors of Histone Lysine Methyltransferase G9a | Potency, µM (top dose mostly 102 µM), for the others: at the top dose activity, negative = inhibition, actives largely listed as inhibitors | 8.8% of 350,000 active | Histone-lysine N-methyltransferase EHMT2 (Homo sapiens), Q96KQ7 | G9a H3K9 monomethylation, AlphaScreen, 2 h | AID 504332, 2011; further: potency means the concentration at half of the fitted maximal effect; on the % scale 0 is the no-effect control and ±100 the full control effect; nearly all actives have a fitted effect of over 75% in size
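Compounds were preincubated with 20 nM G9a for 15 min, after which biotinylated H3K9 peptide (500 nM) and SAM (20 uM) started a 2 h room-temperature reaction. Monomethylated product was quantified by antibody-based AlphaScreen chemiluminescence.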
HP1b binding inh – HTS for Inhibitors of HP1-beta Chromodomain Interactions with Methylated Histone Tails; Chromobox protein homolog 1 (Homo sapiens), P83916; AlphaScreen HP1-beta / biotin-H3K9me3 peptide binding; Potency, µM (doses to about 114 µM), for the others: at the top dose activity change, negative = inhibition, actives largely listed as inhibitors; 0.56% of 390,000 active; further: potency means the concentration at half of the fitted maximal effect; nearly all actives have a fitted effect of over 70% in size; inactives centre near 23
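HP1-beta protein (50 nM final) preincubated 30 min at room temperature with biotinylated H3(1-18)K9me3 peptide (50 nM) in PBS pH 7.4, 0.01% Tween-20, then compound added for 30 min. AlphaScreen streptavidin donor/nickel chelate acceptor beads (10 ug/mL final), 30 min dark, luminescence read.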
ERG-DNA inh – qHTS for Small Molecule Inhibitors of the ERG Ets/DNA interaction | Transcriptional regulator ERG (Homo sapiens), P11308 | fluorescence polarization, His-ERG Ets domain / labelled DNA | Potency, µM (doses to about 76.9 µM), for inactives: top-dose FP activity, negative = inhibition, actives largely listed as inhibitors | 0.028% of 370,000 active; active means well fitted inhibition curve with a large enough effect in the polarisation, with a control signal flat; inconclusive means small, poorly fitted or top-dose-only effect, or effect the other way, or a change in a side signal; inactive means no such curve, though single readings can be large or run the other way; the % refers to the polarisation;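 further: polarization taken with two DNA probes labelled with fluorescein and Texas red; potency means the concentration at half of the fitted maximal effect; % of control where 0% means no effect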
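His-tagged ERG Ets domain (1 uM in the protein solution; 300mM KCl, 50mM Tris-HCl, 1mM EDTA, 1mM DTT, pH 7.5) received compound, then a probe mix of 5 nM fluorescein-DNA and 100nM Texas-615-DNA. Fluorescence polarization was read for both dyes.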
PGK inhibitor – qHTS Assay to Find Inhibitors of Phosphoglycerate Kinase; Phosphoglycerate kinase, glycosomal (Trypanosoma brucei brucei), P07378; PGK/GAPDH coupled, Kinase-Glo luminescence, 60 min; Potency, µM (doses to about 57.5 µM), inactives show top-dose activity change, negative = inhibition, hits mostly inhibitors; 0.043% of 380,000 active; further: potency means the concentration at half of the fitted maximal effect; on the % scale 0 is the no-effect control and ±100 the full control effect; nearly all actives have a fitted effect of over 60% in size
Target sequence (P07378 whole entry, looked up): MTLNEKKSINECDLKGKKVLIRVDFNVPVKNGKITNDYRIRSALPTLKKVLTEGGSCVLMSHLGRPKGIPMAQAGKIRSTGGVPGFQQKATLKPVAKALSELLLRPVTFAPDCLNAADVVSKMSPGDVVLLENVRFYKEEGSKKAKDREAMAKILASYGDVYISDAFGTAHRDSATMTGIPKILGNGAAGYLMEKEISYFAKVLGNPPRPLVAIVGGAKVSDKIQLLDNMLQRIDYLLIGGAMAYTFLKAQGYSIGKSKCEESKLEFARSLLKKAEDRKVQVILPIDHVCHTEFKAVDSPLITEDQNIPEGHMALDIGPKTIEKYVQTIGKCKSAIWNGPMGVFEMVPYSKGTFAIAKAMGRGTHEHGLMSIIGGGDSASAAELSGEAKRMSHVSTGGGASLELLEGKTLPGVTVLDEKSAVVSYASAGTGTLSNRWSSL
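Recombinant glycosomal PGK reaction used 1,3-bisphosphoglycerate generated in-well by GAPDH (100nM final) in 100mM TEA pH 7.6, 5mM MgCl2, 0.01% Tween-20. After 60 minutes at room temperature, ATP was read by Kinase-Glo Plus luminescence end-point.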
BAZ2B inh – qHTS Assay for Inhibitors of BAZ2B; Potency, µM (series often up to 114 µM), without a hit: top-dose activity change, negative = inhibition, usual class: inhibitors; AlphaScreen BAZ2B-H3K14Ac peptide displacement; 4.4% of 360,000 active; Bromodomain adjacent to zinc finger domain protein 2B (Homo sapiens), Q9UIF8; further: potency means the concentration at half of the fitted maximal effect; on the % scale 0 is the no-effect control and ±100 the full control effect; nearly all actives have a fitted effect of over 60% in size
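Complex of BAZ2B and biotin-H3K14Ac (50 nM apiece) forms over 30 min at RT, then faces library compounds up to 110 uM for another 30 min; AlphaScreen beads added, 20 min dark incubation, luminescence read.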
Pin1 inh – qHTS Assay to Find Inhibitors of Pin1; Peptidyl-prolyl cis-trans isomerase NIMA-interacting 1 (Homo sapiens), Q13526; Pin1 FP peptide displacement, HiFluor488, 10 min; Potency, µM (doses to about 115 µM), inactives show top-dose activity, negative = inhibition, hits mostly inhibitors; 0.009% of 390,000 active; active means well fitted inhibition curve with a large enough effect in the polarisation, with a control signal flat, not every such curve was filed as active; inconclusive means small, poorly fitted or top-dose-only effect, or effect the other way, or a change in a side signal; inactive means no such curve, though single readings can be large or run the other way; the % refers to the polarisation; further: potency means the concentration at half of the fitted maximal effect; on the % scale 0 is the no-effect control and ±100 the full control effect
Target sequence (Q13526 whole entry, looked up): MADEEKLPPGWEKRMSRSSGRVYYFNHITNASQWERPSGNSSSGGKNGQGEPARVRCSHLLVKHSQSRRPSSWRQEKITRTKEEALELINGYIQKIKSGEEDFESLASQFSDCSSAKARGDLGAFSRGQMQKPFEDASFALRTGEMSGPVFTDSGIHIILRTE
JMJD2A Tudor – qHTS Assay for Inhibitors of JMJD2A-Tudor Domain; 4.4% of 390,000 active; AID 504339, 2011; AlphaScreen JMJD2A-Tudor / H3K4me3 peptide binding; Lysine-specific demethylase 4A (Homo sapiens), O75164; Potency, µM (highest dose often 114 µM), inactives show top-dose activity change, negative = inhibition, usual class: inhibitors; further: potency means the concentration at half of the fitted maximal effect; on the % scale 0 is the no-effect control and ±100 the full control effect; nearly all actives have a fitted effect of over 50% in size
* hit, by the source's call; i = inactive; u = inconclusive; x = no result given; & = joins results of further samples; [ ] = another dose, or the depositor's remark. Unless noted, the call rests on the fitted dose curve; in most records, active means well fitted curve in the direction sought with a large enough effect; inconclusive means small, poorly fitted or top-dose-only effect, or another doubt; inactive means no such curve, though single readings can be large; an effect the other way counts as inactive or inconclusive.

entry	PI4K2A inh	GLS inh	G9a block	HP1b binding inh	ERG-DNA inh	PGK inhibitor	BAZ2B inh	Pin1 inh	JMJD2A Tudor	smiles
1	-7	3%	-42%	17%	-1%	-1%	-19%	-2%	-17%	CC1CC(C)CN(S(=O)(=O)c2ccc(NC(=O)C3CSC4(C)CCC(=O)N34)cc2)C1 (centres undefined)
2	-1	1%	23%[59 µM]	33%	-2%	6%	1%	2%	-1%	O=C(/C=C1\SC(=O)N(CC(=O)Nc2ccc(Cl)cc2)C1=O)Nc1ccc(F)cc1
3	-2	28%	71µM*	4%	7%	-5%	-37%	3%	-26%	Cc1ccc(C(=O)Nc2ccc(N3CCN(C)CC3)cc2)cc1C
4	-1	11%	28%[0.501 µM]	18%	1%	4%	14%	-2%	-9%	CCc1ccc(C(=O)NNC(=O)c2c(CC)noc2C)cc1
5	4	10%	x	23%	4%[15.4 µM]	i	x	-5%	0%	CN(Cc1ccccc1)S(=O)(=O)c1ccc(NC(=O)C2CCCCC2C(=O)O)cc1 (centres undefined)
6	-3	-19%	-29%	35%	3%	i	3%	-4%	-8%	COc1ccc(CC(=O)NCc2nc(-c3ccccc3)no2)cc1
7	-2	-5%	15%	24%	x	-2%	10%	21%	16%	Cc1cccc(OCC(=O)Nc2cccc3nsnc23)c1
8	3	0%	u	25%[57 µM]	-1%	-3%	-25%	2%	u	Cc1ccc(S(=O)(=O)N/N=C\c2ccc3c(c2)OCO3)cc1C
9	-2	5%	12%	36%	1%	i	6%	-2%	12%	COc1ccc(Oc2c(Cl)cnn(-c3ccccc3)c2=O)cc1
10	1	-7%	u	29%	-11%	-6%	-5%	-1%	-1%	COc1ccc(CN2CCNC(=O)C2CC(=O)N(C)C2CCOCC2)c(F)c1 (centres undefined)
11	0	2%	-1%	-4%	-7%	-2%	-22%	-1%	25µM*	CC1Sc2ccc(S(=O)(=O)CCC(=O)N3CCc4ccccc43)cc2NC1=O (centres undefined)
12	1	-12%	-12%[0.0925 µM]	43%[activator]	16%	i	-12%	2%	5%	Cn1nc(C(=O)OCC(=O)c2ccc[nH]2)c2ccccc2c1=O

Four entries out of the list above, ordered by the number in G9a block, highest first:
entry	PI4K2A inh	GLS inh	G9a block	HP1b binding inh	ERG-DNA inh	PGK inhibitor	BAZ2B inh	Pin1 inh	JMJD2A Tudor	smiles
9	-2	5%	12%	36%	1%	i	6%	-2%	12%	COc1ccc(Oc2c(Cl)cnn(-c3ccccc3)c2=O)cc1
11	0	2%	-1%	-4%	-7%	-2%	-22%	-1%	25µM*	CC1Sc2ccc(S(=O)(=O)CCC(=O)N3CCc4ccccc43)cc2NC1=O (centres undefined)
6	-3	-19%	-29%	35%	3%	i	3%	-4%	-8%	COc1ccc(CC(=O)NCc2nc(-c3ccccc3)no2)cc1
1	-7	3%	-42%	17%	-1%	-1%	-19%	-2%	-17%	CC1CC(C)CN(S(=O)(=O)c2ccc(NC(=O)C3CSC4(C)CCC(=O)N34)cc2)C1 (centres undefined)

The list continues.
entry	PI4K2A inh	GLS inh	G9a block	HP1b binding inh	ERG-DNA inh	PGK inhibitor	BAZ2B inh	Pin1 inh	JMJD2A Tudor	smiles
13	1	-8%	50µM*	-6%	x	-2%	-34%	1%	-29%	Cc1[nH]n(-c2ccc(Cl)cc2)c(=O)c1C=Nc1ccc(S(=O)(=O)N2CCOCC2)cc1
14	-2	13%	1%	12%	5%	-6%	5%	-2%	-2%	CN(C)C(=O)c1ccc(-c2n[nH]c(=O)c3ccccc23)cc1
15	1	5%	8%	19%	-1%	i	-6%	4%	5%	CC(C)(C)c1nc(SCC(=O)N2CC(=O)Nc3ccccc32)c2ccccc2n1
16	4	5%	11%	33%	-2%	i	-21%	5%	-12%	CCOC(=O)C1(CCc2ccccc2)CCN(Cc2ccccn2)CC1
17	9	-7%	x	37%	-3%	-2%	-8%	26%	-7%	CCc1ccc(N/C(N)=N/c2nc(CSc3ccccn3)cc(=O)[nH]2)cc1
18	-9	7%	7%[0.501 µM]	25%	5%	-15%	15%	6%	-13%	CCCCn1c(N)c(N(CCC(C)C)C(=O)c2cc(S(=O)(=O)N3CCOCC3)ccc2F)c(=O)[nH]c1=O
19	-2	-3%	0%[59 µM]	36%[activator]	0%	-7%	-32%	-7%	-34%	Cc1c(Cl)cccc1N1C(N)=C(C#N)C(c2cc(CN3CCOCC3)cs2)C2=C1CCCC2=O (centres undefined)
20	-12	-2%	u	24%	9%	i	4%	u	5%	CCN(CC)S(=O)(=O)c1ccc(N2CCN(S(=O)(=O)c3ccccc3C#N)CC2)nc1
21	-22	50%[activator]	35µM*	-14%	-2%	-7%	u	5%	u	Nn1cnnc1N/N=C\c1ccc(-c2ccccc2[N+](=O)[O-])o1
22	-1	11%	2%[0.0925 µM]	13%	1%	5%	u	3%	u	Cc1ccc(/C=N/NC(=O)c2cc(-c3ccccc3)nc3ccccc23)o1
23	1	4%	9%	19%	1%	-3%	1%	-2%	-9%	O=C(c1ccccc1)c1cccc[n+]1[O-]
24	4	18%	6%[59 µM]	22%	0%	1%	7%	3%	-8%	CC(C)CC(NC(=O)CCl)c1ccccc1 (centres undefined)

In the list so far, these contain a cyano group.
entry	PI4K2A inh	GLS inh	G9a block	HP1b binding inh	ERG-DNA inh	PGK inhibitor	BAZ2B inh	Pin1 inh	JMJD2A Tudor	smiles
19	-2	-3%	0%[59 µM]	36%[activator]	0%	-7%	-32%	-7%	-34%	Cc1c(Cl)cccc1N1C(N)=C(C#N)C(c2cc(CN3CCOCC3)cs2)C2=C1CCCC2=O (centres undefined)
20	-12	-2%	u	24%	9%	i	4%	u	5%	CCN(CC)S(=O)(=O)c1ccc(N2CCN(S(=O)(=O)c3ccccc3C#N)CC2)nc1

Next results
entry	PI4K2A inh	GLS inh	G9a block	HP1b binding inh	ERG-DNA inh	PGK inhibitor	BAZ2B inh	Pin1 inh	JMJD2A Tudor	smiles
25	1	7%	19%	42%[activator]	0%	3%	3%	-1%	-8%	COc1ccc(S(=O)(=O)N2CCc3ccccc3C2)cc1
26	1&-3	5%&5%	-24%	27%&22%	2%&3%	1%&-8%	-33%&-2%	1%&-6%	-24%&-7%	Cn1cc(S(=O)(=O)N2CCCC2)cc1C(=O)N1CCN(c2cccc(Cl)c2)CC1
27	0	-2%	u	-7%	3%	-1%	u	-2%	u	Cc1ccc(NC(=O)CSc2nc3ccccc3c(=O)n2CCCN2CCCCC2)cc1Cl
28	-8&-3	-1%&-5%	21%[59 µM]	1%	-3%	-8%	x	5%	u	CS(=O)(=O)OCCCCOS(C)(=O)=O
29	0	-2%	-11%[59 µM]	3%	-1%	i	-34%	5%	-8%	Cc1ccc(CN2CCCn3nc(C(=O)NC(C)C)cc3C2=O)cc1
30	1	-2%	0%[59 µM]	31%	-7%	9%	0%	29%	-7%	COc1ccc(-c2ccc(=O)n(CC(=O)Nc3ccc(Br)cc3F)n2)cc1
31	5	4%	u	u	-4%	-7%	u	7%	50µM*	Cc1ccc(NCc2ccccc2O)cc1C
32	-1	8%	-10%	64%[activator]	u	i	1%	-13%	4%	CCc1c(C(=O)N/N=C/c2sccc2C)nnn1-c1nonc1N
33	-2	19%	-3%[59 µM]	-1%	-4%	1%	-31%	-6%	u	COc1cccc(C2C(C(C)=O)=C(O)C(=O)N2CCc2c[nH]c3ccccc23)c1 (centres undefined)
34	-4	18%	x	54%[activator]	3%	0%	x	3%	-6%	C[C@H](CO)N1C[C@H](C)[C@@H](CN(C)C(=O)Nc2ccc3c(c2)OCO3)Oc2ccc(NC(=O)Cn3cnnn3)cc2C1=O
35	-1	19%	9%[59 µM]	32%	1%	-5%	-3%	-1%	-15%	Cc1cccc(OS(=O)(=O)NC(=O)OCC2CCCN3CCCCC23)c1 (centres undefined)
36	-1	-1%	x	19%	3%	1%	x	-1%	-10%	O=C(COC(=O)c1ccc(F)c(S(=O)(=O)N2CCOCC2)c1)NCc1ccccc1
37	-1	-1%	-29%[12.7 µM]	14%	-5%	i	1%	-2%	-14%	COc1ccccc1N1CCN(C(=O)c2ccc(S(=O)(=O)N3CCCCC3)cc2)CC1
38	9	18%	23%[59 µM]	12%	4%	-1%	-3%	0%	-6%	COCCn1nnnc1C(C(C)C)N(Cc1cccnc1)Cc1cc2cc(OC)ccc2[nH]c1=O (centres undefined)
39	-3	20%	x	16%	-6%	i	x	-8%	-3%	COc1cc(C(=O)NCc2ccccc2Cl)ccc1OCC(=O)N1CCOCC1

Source: PubChem BioAssay (National Center for Advancing Translational Sciences (NCATS))

This is a random part of the collection; overall some 11% were active at least once.
